EPAC1 agonist = activates human EPAC1 exchange factor. O95398. EPAC1 agonist qHTS, biochemical assay; response scale: 100% = response to 6.5 mM cAMP. Potency, µM (highest dose often 154 µM), for inactives: top-dose activation, hits mostly activators. 0.073% of 360,000 active; note: potency is the fitted concentration of half-maximal effect; nearly all actives have a fitted effect of over 60% in size
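Normalized to 6.5 mM cAMP, activity reflects EPAC1-catalysed release of BODIPY-GDP from Rap1B, followed kinetically over 30 min at 480 nm excitation, 540 nm emission. Reaction contained 100 nM EPAC1, 250 nM Rap1B-BODIPY-GDP, 50 uM GDP.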
MmCpn inh = inhibitors of Methanococcus maripaludis chaperonin (MmCpn); 0.031% of 330,000 active; purified Mm-Cpn ATPase, ADP Transcreener TR-FRET; Potency, µM (series often up to 76.9 µM), inactives show top-dose activity, negative = inhibition, most hits filed as inhibitors; AID 504842; note: potency is the fitted concentration of half-maximal effect; % is set by controls: 0 for no effect and ±100 for the full control effect; nearly all actives have a fitted effect of over 80% in size
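ATPase read-out: TR-FRET ADP immunoassay (anti-ADP Eu cryptate vs ADP-d2), ex 320 nm, em 590/665 nm; signal drops as ADP forms. Enzyme 25 nM, ATP 10 uM, 30 min at 37°C after 10 min compound preincubation.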
CCT chaperon mod = cytosolic chaperonin activity modulation; activity change, % (test concentration not listed), hits read low; purified chaperonin ATPase assay, HTRF ADP detection, 30 min; 0.3% of 360,000 active; in the data active = activity change below about -30%; note: % is set by controls: 0 for no effect and ±100 for the full control effect
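Nucleotide hydrolysis assay: TRiC at 20–40 nM final (set by batch activity) with 10 uM ATP, 30 min at 37 °C, in presence of 76 uM compound. Detection by competitive ADP HTRF, 30 min ambient.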
PI5P4Ka inh = blocks human PI5P4K alpha kinase activity; PI5P4Kalpha enzyme, ADP-Glo luminescence, 60 min; hits give low values; max response, %; 1.2% of 330,000 active; active = max response of -50% or lower; inconclusive = between -30% and -50%; inactive = -30% or higher; note: value at the top dose of about 77 µM; % is set by controls: 0 for no effect and ±100 for the full control effect
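ADP-Glo luminescence end-point after a 60 min room-temperature kinase reaction. PI5P4Kalpha and substrate in HEPES pH 7.4 buffer with EGTA, 0.1% CHAPS and 5% DMSO; ATP at 5 microM final.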
PLK1 PBD block = PLK1 (human) polo-box domain binding inhibition; AID 720504; 2.8% of 360,000 active; Plk1 PBD binding of FITC phosphopeptide, fluorescence polarization; P53350; Potency, µM, for the others: max response, negative = inhibition, actives largely listed as inhibitors; note: potency is the fitted concentration of half-maximal effect; series mostly up to about 57 µM; % is set by controls: 0 for no effect and ±100 for the full control effect; nearly all actives have a fitted effect of over 65% in size
EPAC2 antag = antagonists of human EPAC2. EPAC2 GEF exchange of Rap1B-BODIPY-GDP, fluorescence. 0.18% of 360,000 active. Potency, µM (doses to about 114 µM), inactives show at the highest dose activity, negative = inhibition, hits mostly inhibitors. Q8WZA2; note: potency is the fitted concentration of half-maximal effect; % is set by controls: 0 for no effect and ±100 for the full control effect; nearly all actives have a fitted effect of over 45% in size; many of its hits are not listed in these tables
Target sequence (Q8WZA2 whole entry, looked up): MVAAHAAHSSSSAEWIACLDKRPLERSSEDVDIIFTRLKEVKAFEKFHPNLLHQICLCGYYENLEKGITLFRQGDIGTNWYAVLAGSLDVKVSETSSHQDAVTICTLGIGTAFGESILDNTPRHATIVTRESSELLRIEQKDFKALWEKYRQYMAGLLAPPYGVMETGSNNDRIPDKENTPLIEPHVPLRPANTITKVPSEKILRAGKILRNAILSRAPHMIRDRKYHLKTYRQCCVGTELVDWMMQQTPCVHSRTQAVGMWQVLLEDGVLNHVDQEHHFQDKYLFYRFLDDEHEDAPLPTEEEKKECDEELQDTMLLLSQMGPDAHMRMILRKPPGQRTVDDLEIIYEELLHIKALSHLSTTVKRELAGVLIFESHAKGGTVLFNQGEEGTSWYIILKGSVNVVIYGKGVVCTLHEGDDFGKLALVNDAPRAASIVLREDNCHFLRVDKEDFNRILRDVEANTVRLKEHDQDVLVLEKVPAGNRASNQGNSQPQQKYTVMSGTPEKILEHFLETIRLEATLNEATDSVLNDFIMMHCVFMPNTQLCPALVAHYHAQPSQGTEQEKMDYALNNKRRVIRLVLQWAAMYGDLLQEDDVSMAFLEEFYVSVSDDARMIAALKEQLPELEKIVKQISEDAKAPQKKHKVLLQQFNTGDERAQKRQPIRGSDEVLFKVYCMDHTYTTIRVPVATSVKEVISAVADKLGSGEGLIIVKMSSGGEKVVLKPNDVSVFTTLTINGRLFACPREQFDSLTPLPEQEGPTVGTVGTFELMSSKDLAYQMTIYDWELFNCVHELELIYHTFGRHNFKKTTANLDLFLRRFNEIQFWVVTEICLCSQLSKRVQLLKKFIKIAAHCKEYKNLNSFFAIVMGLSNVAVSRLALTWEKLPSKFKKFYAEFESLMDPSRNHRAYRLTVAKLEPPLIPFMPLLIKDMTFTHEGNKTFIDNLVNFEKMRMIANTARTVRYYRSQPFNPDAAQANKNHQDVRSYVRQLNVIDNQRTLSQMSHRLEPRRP
WRN inhibitor = inhibitors of human WRN helicase; Q14191; WRN helicase unwinding, fluorescent forked duplex, kinetic; Potency, µM (series often up to 114 µM), for the others: at the top dose activity change, negative = inhibition, most hits filed as inhibitors; 0.46% of 360,000 active; AID 651768; note: potency is the fitted concentration of half-maximal effect; % is set by controls: 0 for no effect and ±100 for the full control effect; nearly all actives have a fitted effect of over 55% in size
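Kinetic fluorescence helicase assay: unwinding of a quenched forked DNA duplex (100 nM final) with 2 mM ATP final raises red fluorescence (525/598 nm). Compounds sat 15 min at room temperature with 20 nM WRN beforehand.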
EPAC1 antagonist = blocks human EPAC1 exchange factor. O95398. EPAC1 GEF assay, Rap1b-BODIPY-GDP exchange fluorescence. Potency, µM (top dose mostly 115 µM), for inactives: at the highest dose activity change, negative = inhibition, most hits filed as inhibitors. 0.14% of 360,000 active. AID 720709;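 note: potency is the fitted concentration of half-maximal effect; plate controls were vehicle for no effect and positive control for full effect; nearly all actives have a fitted effect of over 50% in size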
The depositor's hits bear a star; ? = inconclusive; nt = not tested or not shown; & = joins results of further samples; [ ] = dose if it differs, or a comment. Unless noted, calls come from the whole dose curve; as a rule, active = well fitted curve in the direction sought with a large enough effect; inconclusive = small, poorly fitted or top-dose-only effect, or another doubt; inactive = no such curve, though single readings can be large; an effect the other way counts as inactive or inconclusive.

SMILES	EPAC1 agonist	MmCpn inh	CCT chaperon mod	PI5P4Ka inh	PLK1 PBD block	EPAC2 antag	WRN inhibitor	EPAC1 antagonist
CC(=O)OCC(=O)Nc1ccc(Br)c(C)c1	0%	2%	0.8	6	-4%	-7%	-2%	3%
CC(=O)Oc1cccc(C(=O)Nc2ccc(NC(=O)c3cccs3)cc2)c1	-3%	-2%	-3.8	-13	-17%	-3%	?	-13%
O=C(CCN1CCN(c2ccc([N+](=O)[O-])cc2)CC1)c1ccc(Cl)cc1	7%	1%	0.1	-5	?	3%	-17%	1%
CCN1C(C)=C(C)S/C1=C1\SC(=S)N(NC(C)=O)C1=O	-2%	-10%	0.4	-2	5%	8%	0%	-2%
O=C1C[C@@H]2c3c(cccc3CN1Cc1ccc(F)cc1)C[C@@H](O)[C@H]2O	9%	1%	-0.3	6	-2%	1%	-3%	-20%
OCCC1CN(Cc2cccn2-c2cccnc2)CCN1Cc1ccccc1 (configuration not stated)	2%	4%	-1.5	7	3%	5%	0%	5%
O=C(c1cccc(S(=O)(=O)Nc2ccc(Br)cc2)c1)N1CCC1	-7%	1%	-0.5	-8	-2%	-3%	5%	-9%
CC(=O)Nc1cccc(NC(=O)C2CC(=O)N(c3ccc(C)cc3)C2)c1 (configuration not stated)	-3%	-17%	1.4	nt	-5%	3%	-4%	7%
COc1ccc(-c2csc(Cc3nc(O)cs3)n2)cc1	-1%	0%	-2.4	-6	1%	0%	-11%	-9%
COc1cccc(C(=O)Nc2c(F)cccc2F)c1	2%	1%	-1.7	-8	-7%	6%	8%	5%
O=C(NCCC1=CCCCC1)NC1CCCCC1	15%	0%	0.5	8	-6%	0%	-5%	0%
Cc1ccc(C(=O)C(C)OC(=O)CCS(=O)(=O)c2ccc(C)cc2)cc1 (configuration not stated)	3%	-1%	-1.6	10	-9%	-24%	3%	-16%
COc1ccc(-n2cnnc2SC(C)C(=O)Nc2cccc([N+](=O)[O-])c2)cc1 (configuration not stated)	-1%	1%	0.6	-2	9%	-1%	-14%	-4%
CCOC(=O)c1ccc(NC(=O)C2(c3ccccc3)CCCC2)cc1	25%	-1%	-3.6	nt	1%	-2%	-13%	1%
Cc1cccc(OCCC(=O)Nc2nnc(C)s2)c1	0%	2%	-0.4	-8	-5%	11%	-29%	9%

By substructure, the entries above containing a nitro group on carbon (2)
SMILES	EPAC1 agonist	MmCpn inh	CCT chaperon mod	PI5P4Ka inh	PLK1 PBD block	EPAC2 antag	WRN inhibitor	EPAC1 antagonist
O=C(CCN1CCN(c2ccc([N+](=O)[O-])cc2)CC1)c1ccc(Cl)cc1	7%	1%	0.1	-5	?	3%	-17%	1%
COc1ccc(-n2cnnc2SC(C)C(=O)Nc2cccc([N+](=O)[O-])c2)cc1 (configuration not stated)	-1%	1%	0.6	-2	9%	-1%	-14%	-4%

(next part)
SMILES	EPAC1 agonist	MmCpn inh	CCT chaperon mod	PI5P4Ka inh	PLK1 PBD block	EPAC2 antag	WRN inhibitor	EPAC1 antagonist
COc1ccc(C(C)=O)cc1COC(=O)c1cccnc1Cl	5%	1%	-1.0	0	-27%	-13%	-6%[57.1 µM]	-8%
Cc1nnc(SCc2c(Cl)cccc2[N+](=O)[O-])s1	-8%	0%	1.2	7	-12%	-8%	-4%	-15%
C=CCSc1nc2nc(C)cc(C)n2n1	2%	1%	-0.6	nt	-7%	-7%	-5%	-9%
C=CCNc1sc(C(=O)c2cccs2)c(N)c1C#N	1%	-11%	-1.6	-5	-9%	0%	-6%	13%
CC(=O)c1ccccc1NS(=O)(=O)c1cccc2nsnc12	14%	0%	-0.3	?	-18%	8%	-4%[11.6 µM]	7%
Cc1nnc(N2C(=O)C(=O)/C(=C(/O)c3ccc4c(c3)OCCO4)C2c2ccc(F)cc2)s1 (configuration not stated)	-12%	-15%	-1.7	-12	-28%	13%	11%	-7%
COc1cc(Cl)ccc1OCc1cc(C(=O)N2C[C@@H]3CCC[C@H]2C3)no1	-18%	-1%	-2.0	-1	4%	3%	-1%	-12%
CC(C)Oc1ccccc1C1Nc2ccccc2C(=O)N1c1ccc2c(c1)OCCO2 (configuration not stated)	8%	-2%	-0.2	5	3%	-11%	-7%	-2%
Cc1cccn2c(=O)c3cc(C(=O)NC4CCCCC4)c(=N)n(CCN4CCOCC4)c3nc12	8%	-3%	-2.4	6	1%	9%	0%	20%
CSc1ccc(S(=O)(=O)NCC(=O)OCC(=O)N2CC(C)CC(C)C2)cc1[N+](=O)[O-] (configuration not stated)	-3%	2%	-2.5	5	-15%	-9%	4%	?
Cc1ccn(Cc2n[nH]c(=S)n2Cc2ccccc2)n1	7%	0%	-1.1	5	-9%	13%[57.1 µM]	-1%	-13%
O=C(COC(=O)COc1ccc2ccccc2c1)NCC(F)(F)F	-3%	1%	3.9	8	7%	6%	2%[57.1 µM]	-11%
COc1ccc(OCC(N)=O)cc1	-8%	3%	-2.9	0	-7%	14%	2%	-8%
CCOc1ccc(-c2nc(N)nc(C)c2-c2ccc(OC)c(OC)c2)c(O)c1	-4%	-3%	-5.8	0	1%	7%	-8%	-7%
c1coc(C2=NCCc3ccccc32)c1	1%	-3%	-2.8	0	0%	7%	3%	0%
CN(C)c1nc(N)nc(CSc2nnnn2-c2ccc(F)cc2)n1	1%	?	0.8	nt	0%	15%	7%	12%
NC(=O)Cn1c(=O)n(CCC(=O)Nc2ccc(F)cc2)c(=O)c2sccc21	-7%	1%	-1.6	-2	3%	5%	7%	0%
COc1cccc(NC(=O)Cn2nnc(-c3ccccc3N)n2)c1	1%	1%	1.2	nt	0%	-2%	0%[57.1 µM]	1%
CC1=CC(C)(C)N(S(=O)(=O)c2ccc(F)cc2)c2ccccc21	17%	-6%	-0.9	nt	-3%	-3%	-6%	-2%
CSc1nc2ccc(NC(=O)c3ccc(=O)n(C)n3)cc2s1	1%	5%	0.5	8	0%	0%	-2%[57.1 µM]	-2%
O=C(NCCN1CCOCC1)c1ccc2c(c1)N(Cc1c(F)cccc1Cl)C(=O)c1ccccc1S2	0%	-1%	-5.0	1	-16%	-10%	4%	-29%
O=c1[nH]nc(-c2cc(-c3ccccc3)nc3ccccc23)o1	6%	nt	-0.4	4	-26%	-12%	-7%	-7%
Clc1ccc(-c2ccc(-c3nn4c(-c5ccco5)nnc4s3)o2)cc1	-1%	nt	-3.4	nt	?	-4%	?	-15%
CCN(C(=O)Cn1cnc2c1c(=O)n(C)c(=O)n2C)C1CCCCC1	6%	0%	2.4	0	-3%	12%	-8%	12%
Cc1ccc(N(CC(=O)Nc2ccc3c(c2)OCCO3)S(C)(=O)=O)cc1	-16%	3%	0.3	2	-10%	0%	10%	?
COCCN1C(=O)N[C@@H](CCc2ccccc2)[C@H](C(C)=O)[C@H]1C	-15%	-1%	0.5	0	-1%	-3%	-1%	-21%
CCc1cc(S(N)(=O)=O)cc(CC)c1NC(C)=O	-1%	2%	-3.0	-4	-9%	4%	-7%	-4%
CCn1c(SCC(=O)Nc2nnc(C)s2)nnc1-c1ccco1	-4%	2%	2.0	nt	-10%	11%	15%	0%
CCNC(=O)COC(=O)COc1ccc(Cl)cc1C	-4%	2%	-0.7	-7	-6%	-7%[57.1 µM]	5%	-21%
CCOC(=O)C1(C)CCCN1C(=O)c1ccc(OC)c(OC)c1 (configuration not stated)	9%	nt	2.2	4	-8%	4%	6%	-25%
CN(CC(=O)Nc1ccccc1Cl)C(=O)COC(=O)c1nc(Cl)c(Cl)c(Cl)c1Cl	10%	-2%	-1.6	-4	-20%	-17%	-3%	-1%
CC(C)Cc1nnc(NC(=O)CCC(=O)N2CCN(Cc3ccccc3)CC2)s1	8%	1%	1.4	-1	-5%	-5%	3%	20%
Cc1[nH]nc2ncc(C(=O)c3cc(F)ccc3O)cc12	-3%	-1%	-4.6	-21	2%	6%	7%	-17%
CSc1nnc(-c2cc[n+](C)cc2)n1CCO	6%	0%	-1.8	-7	-2%	4%	11%	-1%
COC(=O)c1ccc(C)c(NC(=O)Cc2coc3cc(OC)ccc23)c1	1%	-2%	-3.2	nt	-4%	-13%	-15%	-13%
Cc1cc(C)[n+]2n1C(=O)C(c1ccccc1)=C2[O-]	3%&-3%	-2%&2%	-0.5&-3.8	1&4	-8%&-8%	-2%&0%	4%&2%	-7%&-2%
CCn1c(Oc2ccccc2)nc2c1c(=O)n(C)c(=O)n2C	-1%	-4%	1.0	-5	27µM*	10%	-7%	-11%
COC(=O)NC1CCC(NC(=O)OC)CC1 (configuration not stated)	5%	-1%	0.7	-7	27µM*	5%	-5%	7%
O=C(O)c1ccc(S(=O)(=O)N2CCCc3ccccc32)cc1	7%	1%	2.1	8	-7%	1%	0%[57.1 µM]	8%
Cc1oc2c(C)c(O)ccc2c(=O)c1-c1ccc2ccccc2n1	1%	1%	-2.7	nt	-9%	9%	-5%	1%
CCCn1nnnc1NCc1ccc(F)cc1	5%	2%	-0.8	4	-8%	1%[57.1 µM]	-1%	-21%
CCC(Oc1ccc2c(=O)c(-c3ccccc3OC)coc2c1)C(=O)OCc1ccccc1 (configuration not stated)	4%	2%	-1.6	7	2%	-5%	-9%	-13%
O=C(O)c1cc([N+](=O)[O-])ccc1NCCc1ccccc1	1%	0%	-2.0	-8	2%	-4%	-19%	-19%
Cc1cccc(NC(=O)c2cc(NC(=O)c3ccco3)ccc2Cl)n1	-9%	0%	-4.2	8	-9%	2%	-24%	-1%
CCC(C(=O)NC1CCCCCC1)c1ccccc1 (configuration not stated)	17%	nt	0.1	1	-1%	3%	-2%	-13%
CCC(OC(=O)c1cc2sccc2n1C)C(=O)NCc1ccco1 (configuration not stated)	4%	-2%	-0.4	nt	-7%	-2%	5%	8%
COCc1nnc(NC(=O)CSc2ccccc2)s1	-1%	1%	1.2	1	-12%	10%	2%	-3%
O=c1c2ccccc2nc(CSc2nnnn2-c2ccccc2)n1-c1cccc(C(F)(F)F)c1	7%	-10%	-0.4	nt	-3%	-6%	-12%	-10%
O=C(COC(=O)c1ccc(Cl)nc1)Nc1ccc(Cl)cc1	-6%	0%	0.1	0	4%	-5%	3%	-25%
O=c1cn[nH]c2ccccc12	10%	2%	-1.2	2	-18%	1%	-4%	7%
COc1ccc(-n2c(SC(CN3CCCCC3)CN3CCCC3=O)nc3ccccc3c2=O)cc1 (configuration not stated)	0%	-2%	-1.0	-6	-7%	2%	7%	2%
COc1ccc(CCN2CNc3c(c(=O)n(C)c(=O)n3C)C2)cc1OC	0%	2%[15.4 µM]	-7.5	-8	3%	9%	8%[57.1 µM]	15%
COc1cc(OC)cc(C(=O)N2CCC(C(=O)c3ccc(F)cc3)CC2)c1	3%	-2%	0.0	-1	5%	1%	8%	0%

The list is partial (hit frequency here may not be typical).
